Mdm2-MdmX inh = human Mdm2/MdmX binding inhibition | O15151+Q00987 | SaOS-2 split-luciferase Mdm2/MdmX complementation, luminescence | inhibition, % at 8 µM | 330,000 tested, 3% active;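 active means inhibition of at least 50% at 8 µM in the primary screen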
NR3A LBD binder = modulates the human NR3A ligand-binding domain; NR3A LBD differential scanning fluorimetry, Tm shift; 0% = protein alone, 100% = glycine-bound protein; Tm shift relative to glycine control, % at 25 µM; 340,000 tested, 2.5% active; AID 1259313;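 active means melting temperature shift of at least 10% of the positive control shift, at one fixed dose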
tim23-1 inh = tim23-1 yeast growth inhibition; S. cerevisiae tim23-1 growth, BacTiter-Glo luminescence, 24 h; inhibition, % at 20 µM; 330,000 tested, 1.3% active;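 active means growth inhibition of the mutant yeast at or above 50%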;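 further: temperature-sensitive mutant grown at 25 °C; plate controls were DMSO-treated mutant yeast for no effect and medium wells lacking yeast for full effect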
APJ ag = APJ receptor agonism; activation, % at 20 µM; AID 2520; P35414; CHO-K1 APJ PathHunter beta-arrestin, luminescence; 0% DMSO wells, 100% apelin; 330,000 tested, 0.11% active;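 active means activation more than six SD over the plate average, tested at 20 µM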;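 further: 0% = DMSO alone and 100% = apelin-13 at 10 nM; some results filed as inactive read as strong as hits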
Target sequence (P35414 whole entry, looked up): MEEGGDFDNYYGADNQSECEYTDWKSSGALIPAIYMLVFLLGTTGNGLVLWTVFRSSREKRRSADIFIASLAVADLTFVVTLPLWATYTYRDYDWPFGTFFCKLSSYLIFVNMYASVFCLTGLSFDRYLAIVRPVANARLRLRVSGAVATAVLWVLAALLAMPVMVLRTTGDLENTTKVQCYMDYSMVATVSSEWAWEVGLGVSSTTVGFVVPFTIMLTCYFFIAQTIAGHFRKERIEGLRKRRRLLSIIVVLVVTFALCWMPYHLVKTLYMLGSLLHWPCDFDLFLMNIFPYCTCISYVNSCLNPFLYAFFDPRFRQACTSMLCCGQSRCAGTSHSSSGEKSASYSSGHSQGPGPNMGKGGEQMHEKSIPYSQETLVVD
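Assay system – PathHunter CHO-K1 APJ (AGTRL-1) beta-arrestin reporter cells · Compound – one dose, 20 µM compound, 1% DMSO · Timing – compound 90 min 25 °C, reagent 1 h · Measured by – luminescence from split beta-galactosidase complementation, Galacton Star/Emerald II substrate · Measure – beta-arrestin recruitment to APJ as agonist activity, luminescent signal · Benchmarks – DMSO vs Apelin-13 10 nM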
XBP1 UPR activ = activators of adaptive arm of unfolded protein response (XBP1) | 330,000 tested, 0.33% active | CHO-XBP1 luciferase reporter, IRE1-XBP1 UPR activation, luminescence; percent of tunicamycin response, DMSO as zero | activation, % at 20 µM;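 active means versus positive control, 20 µM dose yields 30% or more activation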;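 further: 100% = tunicamycin at 10 µg/mL and 0% = DMSO only wells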
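Material: CHO-XBP1 cells stably carrying IRE1-XBP1-driven luciferase reporter / Amount: 1000 cells per well / Compound: 20 µM, 1% DMSO / Times: 6 h treatment, 37 °C / Detection: luciferase luminescence / Measure: % activation of reporter signal versus tunicamycin and DMSO controls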
NALP3 yeast inh = blocks the NALP3 inflammasome reconstituted in yeast. inhibition, % at 10 µM. 330,000 tested, 0.39% active. Yeast reconstituted NLRP3/ASC/caspase-1, beta-gal luminescence, 24 h;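 active means inhibition of 50% or more; inactive means inhibition below 50%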;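 further: plate controls were induced DMSO wells for no effect and uninduced yeast grown without galactose for full effect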
TIM10 inh = inhibits growth of TIM10 yeast strain. S. cerevisiae TIM10 strain growth, BacTiter-Glo luminescence, 24 h. inhibition, % at 10 µM. 330,000 tested, 1.4% active;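 active means inhibition of 40% or more at the single tested concentration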;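 further: wild-type TIM10 isogenic control strain grown at permissive 25 °C; 0% = DMSO yeast wells and 100% = minimal medium wells without yeast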
tim10-1 inh = tim10-1 yeast growth inhibition. S. cerevisiae tim10-1 ts strain growth, BacTiter-Glo, 24 h. inhibition, % at 20 µM. 330,000 tested, 2.2% active. AID 463190;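 active means inhibition of at least 40%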;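 further: mutant grown at 25 °C; 0% = DMSO wells with yeast and 100% = wells holding no yeast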
UPR CHOP act = activators of apoptotic arm of unfolded protein response (CHOP); AID 449763; CHO-CHOP luciferase reporter, UPR activation, luminescence; percent of tunicamycin response over DMSO baseline; 330,000 tested, 0.34% active; activation, % at 10 µM;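 active means at 10 µM dose, activation of 40% or more, normalized to positive control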;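 further: 100% = tunicamycin at 10 µg/mL and 0% = DMSO alone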
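Evaluation: % reporter activation, DMSO baseline versus tunicamycin full activation; System: CHO-CHOP luciferase reporter cell line; Input: 500 cells/well; Incubation: 6 h compound treatment, 37 °C; Measured by: Steady-Glo luciferase luminescence; Dosing: one dose, 10 µM in 0.5% DMSO; Buffer or medium: F12 medium, 10% FBS; Benchmarks: positive tunicamycin 10 µg/mL, negative DMSO alone.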
* = called active by the depositor; x = not tested or not shown.

SMILES | Mdm2-MdmX inh | NR3A LBD binder | tim23-1 inh | APJ ag | XBP1 UPR activ | NALP3 yeast inh | TIM10 inh | tim10-1 inh | UPR CHOP act
COC(=O)[C@@]1(C)[C@H]2C(=O)N(Cc3ccccc3)C(=O)[C@H]2[C@H]2CN(C)C(=NC3CCCCC3)N21 | -23 | -3 | 13 | x | 5 | x | -12 | -1 | 1.9
O=C(NC1CC1)C1=C[C@H](c2c[nH]c3ccccc23)C[C@H](OCCCCO)O1 | 5 | 3 | -5 | 0 | 2 | 18 | 7 | 1 | -0.7
COc1ccc(CN(C)C(=O)CNC(=O)c2cccs2)c(OC)c1 | 3 | 2 | 20 | 0 | 0 | 8 | -2 | 16 | 1.4
N#CC1=C(N)SC(N)=C(C#N)C1Cc1ccccc1 | 4 | -3 | 19 | -4 | 0 | 1 | 7 | 29 | -1.5
O=C(c1ccccc1NS(=O)(=O)c1ccccc1[N+](=O)[O-])N1CCOCC1 | -8 | -2 | 0 | -1 | 1 | 7 | -5 | 7 | -0.6
CCOc1ccc(CCNC(=O)c2sc3nc4n(c(=O)c3c2C)CCC4)cc1OCC | -2 | 2 | 14 | -2 | -2 | 11 | 4 | 3 | 0.2
CCc1ccc(NC(=O)CC2C(=O)N(c3cccc(C)c3)C(=O)N2C2CC2)cc1 (centres undefined) | 23 | -2 | 19 | -2 | -1 | 9 | 12 | 20 | 1.9
COc1ccc2cc(CN(CC3CCCO3)S(=O)(=O)c3ccccc3)c(=O)[nH]c2c1 (centres undefined) | -6 | 0 | 17 | 4 | 1 | 9 | 12 | 22 | 1.2
CC(C)(C)C1CCC(OC(=O)c2cncc(Br)c2)CC1 (centres undefined) | 38 | -1 | 2 | -2 | -1 | 5 | 19 | 2 | 1.0
CCN(CC)CCCNC(=O)c1cc2nc3c(c(C(F)(F)F)n2n1)CCc1ccccc1-3 | 17 | -3 | 15 | 0 | 1 | 22 | 10 | 24 | 0.7
CC1CCCCC1NC(=O)c1ccc(S(=O)(=O)N2CCCC2)cc1 (centres undefined) | 18 | 0 | 4 | -3 | -1 | 7 | -9 | 12 | -1.2
CCNC(=O)Nc1ccc(OC)cc1OC | 0 | 0 | 5 | -2 | -4 | -4 | 8 | 13 | -3.1
CCCCCCSc1nnc(-c2cnn(-c3ccccc3)c2-n2cccc2)n1C | -10 | 2 | 26 | -1 | -2 | 32 | 30 | 26 | -0.3
O=P(c1ccccc1)(c1ccccc1)c1cc(Br)cc(Br)c1OCCO | 26 | -1 | 30 | -2 | -5 | 5 | 8 | 33 | 0.8
CCn1c(=O)cc(O)c2ccccc21 | 4 | 0 | 12 | -7 | 0 | 18 | 7 | 6 | -0.5
CCCN1C=CC(=CC=C(C#N)C#N)C=C1 | 8 | -1 | 20 | -3 | 0 | 35 | 1 | -8 | 1.8
Cc1cc(C)cc(N(C(=O)c2ccc(Br)o2)C2C=CS(=O)(=O)C2)c1 (centres undefined) | -37 | 0 | 10 | -3 | -1 | -8 | 18 | 12 | -1.0
CSc1cccc(NC(=O)CN(c2cc(C)ccc2C)S(C)(=O)=O)c1 | 8 | -9 | 19 | -1 | -2 | -2 | 8 | 19 | -3.0
O=C(Nc1cccc(F)c1)C1CCCN1S(=O)(=O)c1cccc2cccnc12 (centres undefined) | 10 | -1 | 39 | -4 | -2 | 12 | 1 | 24 | 0.7
O=C(CSc1nnc(-c2cccc(Cl)c2)o1)Nc1ccc2c(c1)OCCO2 | -219 | -5 | -31 | 1 | -1 | 11 | -20 | 6 | 1.0
CN(Cc1nc2ccccc2c(=O)[nH]1)C(=O)c1cccc(S(=O)(=O)N2CCCC2)c1 | 4 | 0 | 20 | -3 | -1 | 11 | -5 | 2 | -1.1
CCc1cccc2c(C(=O)C(NC(C)CC)c3ccccc3)c[nH]c12 (centres undefined) | 27 | -2 | 17 | -3 | 3 | 23 | 0 | 12 | 0.4
CC(=O)Nc1ccc(NC(=O)/C=C/c2ccc(Cl)cc2)cc1 | -7 | 13* | -10 | 1 | 0 | 7 | -4 | -14 | 0.6
CC(=O)OC(C(=O)NC1CCCCC1)c1ccccc1F (centres undefined) | -9 | 7 | 6 | -1 | -2 | 11 | -3 | 0 | -1.1
COc1ccc(NC(=O)Nc2ccc3c(c2)C(=O)N([C@H](C)CO)C[C@H](C)[C@@H](CN(C)S(=O)(=O)c2ccc(OC)cc2)O3)cc1 | 18 | 6 | 10 | -2 | -1 | 15 | 3 | 17 | -2.1
O=C(CSc1nc(O)cc(=O)[nH]1)N1CCOCC1 | 17 | -3 | -8 | -2 | -7 | 18 | 2 | -11 | 1.2
O=C(CN1CCN(c2ccccc2F)CC1)c1ccc2cc[nH]c2c1 | -1 | -1 | 25 | 4 | -2 | 32 | -8 | 2 | 3.4
COC(OC)c1ccnc(SCc2ccccc2Cl)n1 | 19 | 0 | 5 | 0 | -2 | -4 | 4 | 14 | 0.8
O=C(Cc1ccc(S(=O)(=O)N2CCOCC2)s1)Nc1ccc2c(c1)CCC2 | 13 | -4 | 27 | -4 | 0 | -4 | 31 | 41* | 1.8
O=C(Cc1cccc2ccccc12)NCC1CCCO1 (centres undefined) | -5 | 13* | 0 | -3 | -2 | 13 | 2 | 15 | -0.3
Cc1ccc(-c2noc(-c3cc4ccccc4oc3=O)n2)cc1 | -49 | -1 | -8 | -1 | 1 | -4 | -19 | -1 | 2.4
COc1ccc(C(=O)NC(=O)CSc2nnc(-c3ccco3)n2-c2ccccc2)cc1 | 14 | -1 | 7 | 2 | 0 | 4 | 0 | -17 | 0.1
COc1cc(/C=C2/SC(=NCc3ccccc3)N(Cc3ccccc3)C2=O)ccc1O | 44 | 13* | -3 | -2 | -4 | -21 | 4 | 5 | -1.9
COc1ccc(NC(=S)N2CCN(CCN=CC3=C(O)CC(c4ccccc4)CC3=O)CC2)cc1 (centres undefined) | -26 | 2 | 4 | -3 | -1 | 7 | 20 | -5 | -2.2
O=C(N/N=C/C(Cl)=C/c1ccccc1)c1ccc2c(c1)OCO2 | 31 | 3 | 14 | 2 | 1 | 20 | -26 | -64 | 3.4
O=c1cc(N2CCc3ccccc32)[nH]c(=O)n1-c1ccccc1Cl | -14 | -1 | 21 | -2 | -2 | 10 | 16 | 25 | 0.0
O=C(COC(=O)c1cccc(Br)c1)NC(=O)NC1CCCC1 | -7 | 0 | 25 | -2 | -2 | 4 | 13 | 30 | 0.8
O=C(O)CCC(=O)NCC(=O)c1ccc(F)cc1 | 13 | 2 | 0 | -5 | -2 | 12 | -19 | -9 | -0.6
Clc1ccc(CNc2cnccn2)cc1Cl | -32 | -4 | 14 | 0 | -1 | 3 | 7 | 39 | -1.3
Nc1ccc2c(c1)-c1ccccc1S(=O)(=O)N2 | -40 | -6 | 20 | 1 | -2 | 7 | 0 | 11 | -2.4
CN(C)S(=O)(=O)c1ccc(C(=O)Nc2ccccc2SCCC#N)cc1 | -21 | 1 | 4 | -2 | 1 | 1 | 12 | 10 | -1.1
Cc1nn(C)cc1CNC(=O)C1CCC(=O)N(Cc2cccc(C(F)(F)F)c2)C1 (centres undefined) | 14 | -1 | -9 | -2 | -2 | 4 | 6 | -6 | 0.4
CC1(C)CC(=O)C(C(N)=NC(=O)c2ccccc2)=C(O)C1 | -30 | -2 | 23 | -1 | 3 | 10 | 24 | 25 | 5.4
CC(C)(C)NC(=O)CN(C(=O)CS(=O)CC(=O)Nc1ccc(F)cc1)c1ccc2c(c1)OCCO2 (centres undefined) | 18 | 0 | 5 | -2 | 5 | 19 | -2 | 12 | 0.3
Cc1nc2sc(C(c3cccs3)N3CCC4(CC3)OCCO4)c(O)n2n1 (centres undefined) | 20 | -2 | 2 | -2 | -4 | 9 | -13 | -9 | -0.5
Cc1ccc(S(=O)(=O)N2C[C@@H]3[C@H]4CC[C@H](C4)[C@@H]3[C@@H](C)[C@@H]2c2cccn2Cc2ccccc2)cc1 | 0 | -3 | 35 | x | 5 | x | 3 | 20 | 5.3
CC(=O)c1cc(-c2ccccc2)n(CCC(=O)NC2CCCCCCC2)c1C | 6 | 0 | 23 | -4 | -2 | 35 | 3 | 26 | -1.5

An excerpt from above in order of length of the SMILES, low to high.
SMILES | Mdm2-MdmX inh | NR3A LBD binder | tim23-1 inh | APJ ag | XBP1 UPR activ | NALP3 yeast inh | TIM10 inh | tim10-1 inh | UPR CHOP act
CC(=O)c1cc(-c2ccccc2)n(CCC(=O)NC2CCCCCCC2)c1C | 6 | 0 | 23 | -4 | -2 | 35 | 3 | 26 | -1.5
Cc1nn(C)cc1CNC(=O)C1CCC(=O)N(Cc2cccc(C(F)(F)F)c2)C1 (centres undefined) | 14 | -1 | -9 | -2 | -2 | 4 | 6 | -6 | 0.4
CC(C)(C)NC(=O)CN(C(=O)CS(=O)CC(=O)Nc1ccc(F)cc1)c1ccc2c(c1)OCCO2 (centres undefined) | 18 | 0 | 5 | -2 | 5 | 19 | -2 | 12 | 0.3

Filtered by structure, the entries above containing fluorine (7)
SMILES | Mdm2-MdmX inh | NR3A LBD binder | tim23-1 inh | APJ ag | XBP1 UPR activ | NALP3 yeast inh | TIM10 inh | tim10-1 inh | UPR CHOP act
CCN(CC)CCCNC(=O)c1cc2nc3c(c(C(F)(F)F)n2n1)CCc1ccccc1-3 | 17 | -3 | 15 | 0 | 1 | 22 | 10 | 24 | 0.7
O=C(Nc1cccc(F)c1)C1CCCN1S(=O)(=O)c1cccc2cccnc12 (centres undefined) | 10 | -1 | 39 | -4 | -2 | 12 | 1 | 24 | 0.7
CC(=O)OC(C(=O)NC1CCCCC1)c1ccccc1F (centres undefined) | -9 | 7 | 6 | -1 | -2 | 11 | -3 | 0 | -1.1
O=C(CN1CCN(c2ccccc2F)CC1)c1ccc2cc[nH]c2c1 | -1 | -1 | 25 | 4 | -2 | 32 | -8 | 2 | 3.4
O=C(O)CCC(=O)NCC(=O)c1ccc(F)cc1 | 13 | 2 | 0 | -5 | -2 | 12 | -19 | -9 | -0.6
Cc1nn(C)cc1CNC(=O)C1CCC(=O)N(Cc2cccc(C(F)(F)F)c2)C1 (centres undefined) | 14 | -1 | -9 | -2 | -2 | 4 | 6 | -6 | 0.4
CC(C)(C)NC(=O)CN(C(=O)CS(=O)CC(=O)Nc1ccc(F)cc1)c1ccc2c(c1)OCCO2 (centres undefined) | 18 | 0 | 5 | -2 | 5 | 19 | -2 | 12 | 0.3
